NTR1 agonist – agonists of NTR1, primary screen, imaging, U2OS cells, beta-arrestin-GFP, high content (AID 493036); hit rate 0.17% among 330,000; P30989; NTR1-U2OS beta-arrestin-GFP spot imaging, agonist mode; activation, % at 20 µM;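 active = activation at or above 40% of the spot to cytoplasm intensity ratio, with at least 20 cells analyzed; inconclusive = wells under 20 cells, flagged as cytotoxic or low count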;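 also: 0% = DMSO without peptide and 100% = 100 nM NTR1 peptide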
Target sequence (P30989 whole entry, looked up): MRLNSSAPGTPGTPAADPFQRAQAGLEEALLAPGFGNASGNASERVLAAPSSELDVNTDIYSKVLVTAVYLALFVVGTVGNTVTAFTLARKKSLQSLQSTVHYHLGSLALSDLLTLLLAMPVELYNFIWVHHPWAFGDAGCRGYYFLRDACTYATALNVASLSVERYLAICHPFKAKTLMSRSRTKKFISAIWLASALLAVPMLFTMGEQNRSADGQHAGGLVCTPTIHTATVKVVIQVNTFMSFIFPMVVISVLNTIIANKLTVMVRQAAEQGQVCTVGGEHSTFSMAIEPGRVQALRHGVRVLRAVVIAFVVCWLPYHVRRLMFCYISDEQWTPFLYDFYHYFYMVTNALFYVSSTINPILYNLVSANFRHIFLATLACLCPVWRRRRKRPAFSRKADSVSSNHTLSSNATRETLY
Salmonella PhoP GFP – inhibitors of PhoP regulon expression, primary screen, Salmonella Typhimurium, GFP reporter (AID 1863); S. Typhimurium PhoP-regulated promoter GFP reporter, 4 h; higher % means a stronger effect; inhibition, % at 50 µM, or IC50 in µM where a hit was titrated; hit rate 0.16% among 300,000;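 active = inhibition over 29.93%, a cutoff 3 SD above the screen mean, later confirmed by dose response; inconclusive = inhibition over 29.93% but no dose response follow-up; inactive = inhibition at most 29.93% or unconfirmed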;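 also: 0% = low Mg2+ inducing control and 100% = high Mg2+ repressing control; strong numbers were not always called active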
Rac1 GTP hydrolysis – MgcRacGAP GTPase-activating activity inhibitors, confirmation, biochemical, ADP Hunter fluorescence; MgcRacGAP-stimulated Rac1 GTP hydrolysis, ADP Hunter fluorescence; higher % means a stronger effect; GST-tagged Rac1 F28L mutant substrate; one-dose inhibition, % at 30 µM; IC50 in µM for titrated hits; hit rate 0.6% among 340,000; AID 624330;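 active = first-screen hits whose inhibition reached a set limit at any dose in the follow-up dose series; inconclusive = inhibition above the set first-screen limit but never retested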;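 also: fluorescence reports GDP produced by GAP-driven GTP hydrolysis; strong numbers were not always called active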
GPR35 antagonists – GPR35 antagonists blocking zaprinast-driven arrestin recruitment, primary screen, imaging, U2OS, beta-arrestin-GFP, zaprinast agonist (AID 2058) | one-dose inhibition, % at 10 µM; IC50 in µM for titrated hits | U2OS GPR35 beta-arrestin-GFP translocation imaging, zaprinast antagonism; higher % means a stronger effect | hit rate 0.052% among 290,000;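 active = inhibition of at least 50% with at least 30 cells and total cytoplasm GFP at most 10,000,000; inconclusive = under 30 cells or total GFP of 10,000,000 plus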
LYP phosphatase – inhibitors of LYP phosphatase, biochemical, fluorescence intensity, uHTS (AID 1779); recombinant LYP phosphatase, fluorescence intensity; higher % means a stronger effect; hit rate 0.054% among 290,000; inhibition, % at 11.5 µM, or IC50 in µM where a hit was titrated; in the data active = inhibition above about 50%;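 also: plate controls were vehicle with enzyme for no effect and no enzyme for full effect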
Siah-1 displacement – blockers of Siah-1 interaction with plectin peptide – biochemical, fluorescence polarization, rhodamine-plectin, uHTS, primary screen (AID 1817); Siah-1 / rhodamine-plectin peptide fluorescence polarization; higher % means a stronger effect; one-dose displacement, % at 20 µM; IC50 in µM for titrated hits; hit rate 0.02% among 290,000;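 active = displacement of at least 50% at 20 µM, with a fluorescence ratio check between 0.3 and a set limit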;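 also: plate controls were Siah plus tracer with DMSO for no effect and tracer alone without Siah for full effect; strong numbers were not always called active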
HIV fusion peptide – inhibitors of HIV fusion peptide binding, primary screen, biochemical, uHTS, fluorescence dequenching (AID 1986). cell-free peptide binding, fluorescence dequenching, 30 min; higher % means a stronger effect. inhibition, % at 20 µM; hits with a dose series show IC50 in µM. hit rate 0.3% among 290,000; in the data active = inhibition mostly above about 52%, no sharp cut-off; inactive = mostly below about 76%; also: some results filed as inactive read as strong as hits
Myeloid diff 2 – promotes myeloid progenitor differentiation. ER-HoxA9 myeloid progenitors, lysozyme-GFP differentiation, flow cytometry. calls only at 10 µM. AID 624256. hit rate 1% among 360,000;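 active = normalized GFP-positive differentiation at or above the plate's own cutoff, the solvent-only control mean plus 3 SD; inconclusive = no clear call, values can overlap the other calls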;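 also: cells exposed to compound for four days before flow analysis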
GPR55 antagonists – GPR55 antagonists blocking LPI-driven arrestin recruitment, primary screen, imaging, U2OS, beta-arrestin-GFP, LPI agonist (AID 2013). U2OS GPR55 beta-arrestin-GFP translocation imaging, LPI antagonism; higher % means a stronger effect. one-dose inhibition, % at 10 µM; IC50 in µM for titrated hits. hit rate 0.13% among 290,000;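 active = spots per cell inhibited over 60%, with over 100 cells counted and total cytoplasm intensity under 500,000; inconclusive = wells with under 100 cells, flagged as likely toxic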;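 also: U2OS cells stably carrying GPR55 and arrestin-GFP stimulated by 5 µM LPI near EC80; imaged beta-arrestin-GFP aggregate spots per cell after agonist stimulation; plate controls were LPI-stimulated DMSO wells for no effect and DMSO wells without LPI for full effect; some results filed as inactive read as strong as hits; confirmed hits need IC50 under 10 µM and bright autofluorescent wells are also inconclusive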
NTR1 agonist cell count 20 µM – second read-out of NTR1 agonist, no call of its own (marks repeat the call); cell count; measured here: cell count, cytotoxicity flag
Myeloid diff 2 GFP+ MAC1+ % – recorded beside Myeloid diff 2, whose call it bears; GFP+ MAC1+ double positive, %; measured here: differentiation confirmed by MAC1 staining
Active calls of the source: *; i = inactive; ? = inconclusive; · = no result given; + = active, no number; & = joins results of further samples.

smiles,NTR1 agonist,NTR1 agonist cell count 20 µM,Salmonella PhoP GFP,Rac1 GTP hydrolysis,GPR35 antagonists,LYP phosphatase,Siah-1 displacement,HIV fusion peptide,Myeloid diff 2,Myeloid diff 2 GFP+ MAC1+ %,GPR55 antagonists
CCc1nnc(NC(=O)c2ccc(-c3ccccc3Cl)o2)s1,2.4,84,3%,0%,11%,-6%,5%,0.8%,i,1.0,5%
CCCOc1ccc(N/C=C/C(=O)c2ccc(OC)c(OC)c2)cc1,1.1,72,3%,6%,-5%,-6%,-2%,0.3%,i,0.5,-3%
Cc1onc(-c2ccccc2)c1C(=O)OCCOc1ccccc1F,2.5,53,0%,5%,13%,-2%,-4%,-1.2%,i,0.5,5%
O=C(NN1CCOCC1)c1cc(S(=O)(=O)Nc2cccc(C(F)(F)F)c2)ccc1Cl,-1.2,92,-5%,12%,6%,2%,0%,0.9%,i,0.2,6%
CCOCC(=O)Nc1nc2ccc(S(C)(=O)=O)cc2s1,0.1,53,2%,3%,3%,-4%,3%,-1.1%,i,0.4,8%
COc1cc(C2C(C(=O)c3ccc(C)o3)=C(O)C(=O)N2Cc2ccccc2)ccc1O (centres undefined),1.7,45,-3%,5%,·,·,·,·,i,1.1,·
O=c1oc2ccccc2c(O)c1CN1CCCCC1,1.1,89,-13%,-5%,12%,0%,2%,1.0%,?,·,6%
O/N=C(\c1ccccc1)c1nccc2ccccc12,0.9,62,-4%,12%,3%,-11%,2%,-0.1%,i,1.1,13%
COCCn1c(=S)[nH]c2ccccc21,2.5,39,2%,7%,12%,2%,4%,0.6%,i,0.4,2%
Cc1ccc(NC(=O)Cc2nnc(SCC(=O)c3ccc(Br)cc3)n2C)cc1,0.7,67,-1%,10%,16%,-6%,1%,2.8%,i,1.5,-2%
CSc1nsc(SCC(=O)N2CCN(c3ccccc3)CC2)n1,0.3,56,-4%,2%,14%,3%,0%,-2.7%,i,0.3,-12%
CSc1ccccc1NC(=O)CCc1ccccc1,-0.9,43,0%,2%,-14%,1%,13%,0.6%,i,0.1,-4%
O=C(NC1CCCC1)c1cccnc1N1CCCCCC1,0.1,52,-11%,0%,14%,-6%,0%,1.4%,i,2.0,26%
COc1ccc(-c2csc(C)n2)cc1Br,0.0,69,-3%,5%,-11%,-6%,-5%,-0.7%,i,0.6,0%
Cc1c(N=C2Nc3cccc4cccc2c34)c(=O)n(-c2ccccc2)n1C,1.1,37,-24%,3%&20%,-24%,0%,0%,1.0%,i,1.2&1.0,4%
Cc1ccc(C)c(N2CCN(C(=O)C3CCCN(S(=O)(=O)c4c(C)noc4C)C3)CC2)c1 (centres undefined),6.3,74,-6%,13%,10%,-3%,0%,-1.6%,i,3.7,11%
CCCCCCSc1ccc([C@H]2N[C@@](Cc3ccccc3)(C(=O)OC)[C@H]3C(=O)N(C)C(=O)[C@@H]23)cc1OC,6.8,84,5%,13%,·,·,·,·,i,0.9,·
O=C(CC12CC3CC(CC(Br)(C3)C1)C2)OCCN1CCCCC1,0.1,50,5%,3%,-1%,-5%,-2%,0.7%,i,0.4,0%
OCCSc1nc(N2CCOCC2)nc(N2CCOCC2)n1,1.1,66,1%,-7%,0%,-6%,9%,-1.3%,i,0.8,12%
COc1ccc(C(=O)NCC(c2cccs2)N2CCc3ccccc32)c(OC)c1 (centres undefined),11,40,0%,4%,·,·,·,·,i,0.0,·
O=Cc1c(Cl)nc2ccccn2c1=O,-0.6,39,5%,9%,4%,-7%,-1%,-1.6%,i,0.7,-9%
O=C(C[n+]1ccn(-c2ccccc2)c1)c1ccc([N+](=O)[O-])cc1,0.5,68,3%,5%,-1%,-8%,-1%,-0.5%,i,0.7,-5%
O=C(Nc1cc([N+](=O)[O-])ccc1N1CCCC1)c1cccs1,0.1,44,-3%,9%,2%,4%,0%,0.8%,·,·,5%
CCOc1ccc(S(=O)(=O)N2CCC(C(=O)NCc3cccnc3)CC2)cc1C,-0.5,48,-5%,-1%,-15%,-7%,8%,0.3%,i,5.0,-5%
CC(=O)N1c2ccc(S(=O)(=O)N3CCC(C(=O)NCc4ccccc4)CC3)cc2CC1C (centres undefined),0.2,71,-6%,2%,12%,-8%,3%,1.7%,?,·,13%
Cc1cc(/C=C2\SC(=S)N(Cc3ccco3)C2=O)c(C)n1-c1cccnc1,·,·,-32%,7%,5%,5%,-3%,54%*,+,11*,37%
Cc1ccc(C(=O)Nc2nc3ccccc3n2CCN2CCCC2)cc1,-0.8,69,20%,16%,-5%,0%,4%,-1.0%,i,1.4,4%
COc1cc(/C=C(\C#N)C(=O)Nc2ccc3c(c2)OCCO3)ccc1O,2.5,41,3%,34µM*,22%,0%,-3%,0.9%,i,0.4,7%
CCOC(=O)c1c(NC(=O)CSc2c[nH]c3ccccc23)sc2c1CCCC2,29,99,-1%,8%,-6%,1%,-7%,2.1%,i,2.5,7%
O=C(Nc1ncc(Cc2ccc(Cl)cc2Cl)s1)c1ccc([N+](=O)[O-])cc1,48*,58*,-4%,6%,-8%,-2%,-2%,-1.5%,i,0.2,12%
Cc1c(NC(=O)CN2CCCC(C)C2)ccc2nsnc12 (centres undefined),3.7,56,7%,5%,-6%,-2%,4%,-2.5%,i,0.8,-2%
CCC1CCCCN1C(=O)CCc1nnc(Cc2c[nH]c3ccccc23)o1 (centres undefined),1.5,81,4%,4%,10%,-8%,0%,0.6%,i,0.6,5%
NC(=O)CSc1nc2c(sc3ccccc32)c(=O)n1CCCC(=O)NCC1CCCO1 (centres undefined),1.5,61,-4%,9%,7%,-4%,0%,-1.7%,i,0.3,-17%
O=C(CCS(=O)(=O)c1ccc(F)cc1)N1CCN(c2ccccc2)CC1,-0.4,56,-6%,6%,·,·,·,·,i,0.7,·
Fc1ccc(NC(=S)Nc2cc(-c3ccccc3)[nH]n2)cc1Cl,15,77,-7%,0%,9%,2%,-7%,0.4%,i,0.1,14%
O=C(COc1ccc(S(=O)(=O)N2CCCC2)cc1)Nc1ccc2c(c1)OCCO2,3.2,32,10%,3%,18%,-7%,3%,0.0%,i,0.1,-15%
O=C(COc1ccccc1)NS(=O)(=O)c1ccc(Cl)cc1,0.0,77,0%,7%,13%,-13%,-1%,1.9%,i,0.0,-12%
Cc1cc(OCC(=O)Nc2cc(-c3nn4c(C)nnc4s3)ccc2C)ccc1Cl,0.2,66,2%,2%,-2%,-4%,3%,0.6%,i,4.1,-1%
CC(=O)NC1C(OC(=O)/C=C/c2ccccc2)OC(COC(C)=O)C(OC(C)=O)C1OC(C)=O (centres undefined),0.2,59,5%,2%,32%,-10%,-1%,-1.2%,i,0.0,-6%
C/C(=N\NC(=O)CN(c1ccc(Oc2ccccc2)cc1)S(C)(=O)=O)C(C)(C)C,0.8,106,-9%,10%,2%,2%,5%,-0.5%,i,0.1,8%
COc1ccccc1N1C(=O)c2ccc(C(=O)Nc3ccc(F)cc3)cc2C1=O,0.4,102,·,6%,14%,-3%,0%,-0.7%,i,0.2,8%
COc1ccc(OC)c(NC(=O)C2CCCN2C(=O)NC2CCCCC2)c1 (centres undefined),-1.1,46,8%,3%,8%,-1%,1%,0.1%,i,0.3,?
O=C(NN1CCOCC1)NC12CC3CC(CC(C3)C1)C2,-0.5,51,-11%,-9%,12%,-5%,6%,-0.8%,i,0.7,2%
COc1ccc(N2CCN(C(CNC(=O)C(=O)NCCCn3ccnc3)c3cccnc3)CC2)cc1 (centres undefined),-0.7,77,3%,16%,4%,-10%,3%,-0.8%,i,0.1,-2%
O=c1[nH]c(C(Cl)(Cl)Cl)nc2ccc3ccccc3c12,0.4,34,3%,10%,-12%,-6%,3%,7.1%,i,1.1,-7%
Cc1ccc(OCC(=O)c2c[nH]c3ccccc23)c([N+](=O)[O-])n1,1.2,46,-1%,2%,4%,6%,-3%,2.3%,i,0.4,9%
CCCCN(C)CCCNC(=O)c1cc(-c2cccnc2)nc2ccccc12,-0.7,78,5%,14%,-18%,-4%,1%,-1.3%,i,0.2,7%
O=C(CCC(=O)c1cccs1)NNC(=O)c1cccc(Cl)c1,-0.6,45,-4%,3%,·,·,·,·,i,0.6,·
COc1cc(/C=N/NC(=O)CCc2n[nH]c(=O)[nH]c2=O)ccc1O,2.5,73,2%,33µM*,25%,5%,2%,2.8%,i,1.5,12%
CC(=O)Nc1ccc(S(=O)(=O)N2CCN(Cc3ccncc3)CC2)cc1,-1.0,66,-1%,5%,0%,10%,5%,0.4%,i,0.2,-3%

Continuation:
smiles,NTR1 agonist,NTR1 agonist cell count 20 µM,Salmonella PhoP GFP,Rac1 GTP hydrolysis,GPR35 antagonists,LYP phosphatase,Siah-1 displacement,HIV fusion peptide,Myeloid diff 2,Myeloid diff 2 GFP+ MAC1+ %,GPR55 antagonists
CCCCNC(=S)N(CCCN(C)C)Cc1cc2cc3c(cc2[nH]c1=O)OCO3,-0.2,47,4%,7%,-6%,-6%,-1%,1.0%,i,0.2,-2%
CCCOc1ccc(C(=O)C(c2ccccc2)N2CCOCC2)cc1 (centres undefined),-0.4,28,1%,11%,-2%,-4%,3%,0.2%,i,0.8,17%
Fc1ccc(-c2noc(-c3ccc4c(c3)CCO4)n2)cc1,0.9,59,-10%,·,15%,-3%,-2%,0.6%,i,0.2,6%
CCCCc1nc(SCC(=O)Nc2nnc(C(C)C)s2)n[nH]1,-0.9,61,-5%,2%,3%,-10%,-4%,-1.6%,i,0.6,-12%
Cc1cccc(NC(=O)c2cc(Cl)nc3ccccc23)n1,-1.0,54,-6%,1%,2%,-1%,0%,-1.6%,i,1.0,10%
O=C(c1cnc(N2CCN(c3ncccn3)CC2)c2ccccc12)N1CCN(c2ccccn2)CC1,0.4,79,-1%,-3%,16%,-4%,2%,-0.2%,i,1.3,13%
CC(C)NC(=O)Cn1nnc(-c2ccc(Cl)cc2)n1,0.2,49,-4%,6%,2%,-7%,-2%,-0.8%,i,6.1,-1%
COc1ccc(NC(=O)C2=CC(c3ccc(OC)cc3)=NS(=O)(=O)N2C)cc1,-2.0,76,·,2%,-4%,-1%,-3%,-1.8%,i,1.7,-3%

Screening data from PubChem BioAssay.
